Assay outcomes deposited in PubChem by several laboratories.
Ba/F3 V617F tox: lowers viability of Ba/F3 cells expressing EpoR and JAK2V617F. actives 1.1% (n = 220,000). inhibition, % at 5.6 µM. ATP luminescence;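 active = inhibition above the campaign mean plus 3 SD over all tested compounds, cut at about 24% in these data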;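 also: cytokine-independent growth of Ba/F3 cells driven by EpoR plus mutant JAK2; 0% = DMSO-treated cells and 100% = JAK inhibitor I control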
PERK inh: blocks human PERK kinase | CHO PERK-DD fusion, SEAP luminescence translation reporter | Q9NZJ5 | inhibition, % at 5.6 µM | AID 1416 | actives 0.17% (n = 220,000);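 active = inhibition above the mean inhibition of all tested compounds plus 3 SD, set separately per screening campaign, cut at about 2.9% in these data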;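 also: PERK kinase domain activated by AP20187 dimerizer at 100 nM; 0% = DMSO with dimerizer and 100% = rapamycin at 8.4 µM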
S1P4 antag: antagonists of human S1P4 receptor; actives 0.26% (n = 220,000); S1P4-expressing cells, antagonist mode, reporter read-out; O95977; inhibition, % at 4.98 µM; in the data active = inhibition above about 29%;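 also: 0% = wells stimulated with agonist and 100% = vehicle wells without agonist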
Target sequence (O95977 whole entry, looked up): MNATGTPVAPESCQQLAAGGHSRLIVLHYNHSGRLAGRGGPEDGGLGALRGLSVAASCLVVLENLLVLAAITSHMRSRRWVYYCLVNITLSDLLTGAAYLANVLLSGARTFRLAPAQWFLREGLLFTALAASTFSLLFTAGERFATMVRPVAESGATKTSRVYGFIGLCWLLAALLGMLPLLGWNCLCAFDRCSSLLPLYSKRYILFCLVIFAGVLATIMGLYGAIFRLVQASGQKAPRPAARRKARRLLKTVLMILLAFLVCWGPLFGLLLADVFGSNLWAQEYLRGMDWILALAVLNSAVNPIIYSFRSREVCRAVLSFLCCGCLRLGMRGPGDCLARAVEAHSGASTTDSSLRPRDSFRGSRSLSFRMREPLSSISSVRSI
BaF3 parental: reduces parental Ba/F3 cell viability, JAK2V617F counter-screen; CellTiter-Glo ATP luminescence; inhibition, % at 5.6 µM; actives 1.1% (n = 220,000); AID 1486;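 active = inhibition above a per-campaign cutoff, the mean inhibition of all tested compounds plus 3 SD, cut at about 27% in these data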;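 also: 0% = DMSO wells and 100% = JAK Inhibitor I control wells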
eIF4E-4G inh: blocks eIF4E binding to eIF4G | P63073+Q04637 | TR-FRET eIF4E-eIF4GI(517-606) binding, 2 h | inhibition, % at 21.7 µM | actives 0.37% (n = 220,000) | AID 782;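 active = inhibition above about 30%, limit read from the data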;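 also: 0% = full FRET control wells and 100% = background wells lacking eIF4GI fragment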
Mdm2 ligase inh: Mdm2 E3 ligase (human) inhibition; signal enhancement, % at 5 µM; actives 0.11% (n = 210,000); Q00987; cell-based MDM2 ubiquitination luciferase reporter, 2 h; 0 = plate control, 100 = twice control, blank-subtracted;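 active = signal enhancement of 30% or more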;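 also: luminescence tracks abundance of the self-degrading MDM2-luciferase fusion protein; higher signal means inhibition of MDM2 E3 ligase activity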
Target sequence (Q00987 whole entry, looked up, the tested form may be a part): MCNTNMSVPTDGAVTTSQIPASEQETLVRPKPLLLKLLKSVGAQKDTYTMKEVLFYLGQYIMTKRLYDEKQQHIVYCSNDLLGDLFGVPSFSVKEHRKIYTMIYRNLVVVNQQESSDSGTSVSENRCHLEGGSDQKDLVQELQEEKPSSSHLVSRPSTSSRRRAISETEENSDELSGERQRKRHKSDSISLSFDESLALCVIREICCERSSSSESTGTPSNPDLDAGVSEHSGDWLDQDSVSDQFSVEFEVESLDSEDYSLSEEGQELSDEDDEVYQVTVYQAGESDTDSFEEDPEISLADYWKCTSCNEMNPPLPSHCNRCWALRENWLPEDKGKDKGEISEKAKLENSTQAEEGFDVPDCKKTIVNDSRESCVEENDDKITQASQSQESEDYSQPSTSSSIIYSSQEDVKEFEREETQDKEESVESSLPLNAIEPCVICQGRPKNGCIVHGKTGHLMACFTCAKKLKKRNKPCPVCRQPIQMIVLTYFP
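Test system: mammalian cells stably expressing self-ubiquitinating, self-degrading MDM2 E3–luciferase fusion; Amount: 2000 cells in each well; Medium: DMEM; Schedule: 4 h settle plus 2 h compound, 37 °C; Technique: SteadyLite luciferase luminescence after 15 min room-temperature reagent incubation; Benchmarks: plate control and blank wells.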
S1P4 agonist: human S1P4 receptor agonism | O95977 | S1P4-expressing cell line, agonist reporter assay | activation, % at 4.98 µM | actives 0.35% (n = 220,000) | AID 1509; in the data active = activation above about 11%;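 also: 0% = DMSO vehicle and 100% = reference agonist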
Wee1 degr inh: human Wee1 degradation inhibition, primary screen. actives 1.2% (n = 220,000). P30291. AID 1321. HeLa Luc-Wee1K328M stability, luciferase luminescence; 100% = proteasome inhibitor MG132 effect. reporter increase, % at 5 µM;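 active = activation above the mean of all tested compounds plus 3 SD, set per screening run, cut at about 8.8% in these data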;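 also: cells exposed to compound for 20 h before luminescence read; 0% = DMSO alone and 100% = MG132 at 30 µM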
NPY-Y2 PAM-ag: potentiates or activates human NPY-Y2 receptor | P49146 | cells expressing NPY-Y2, potentiator/agonist read-out | activation, % at 3.6 µM | actives 0.45% (n = 220,000); in the data active = activation above about 27%;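 also: cells stimulated with NPY near EC25 plus isoproterenol at EC100; 0% = vehicle plus submaximal agonist and 100% = vehicle plus saturating agonist; some results beyond the cut were filed as inactive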
Active calls of the source: *; x = not tested or not shown; [ ] = another dose, or the depositor's remark.

SMILES	Ba/F3 V617F tox	PERK inh	S1P4 antag	BaF3 parental	eIF4E-4G inh	Mdm2 ligase inh	S1P4 agonist	Wee1 degr inh	NPY-Y2 PAM-ag
CC(C)(C)c1ccc(OCC(=O)NNC(=O)c2cccnc2)cc1	0	-0.7	-15	0	0	-6	0.5	7	-2
CCCCN(CCCC)S(=O)(=O)c1ccc2oc(C(=O)N3CCOCC3)c(C)c2c1	4	0.0	-6	8	-6	-10	0.3	-2	-29
CC(=O)Oc1ccc(/C=N/NS(=O)(=O)c2ccccc2)cc1	0	-0.2	2	5	-3	-8	-0.9	-1	10
O=C(CCCn1c(=O)c2sccc2n(CC(=O)OCc2ccccc2)c1=O)NCc1ccco1	0	-1.6	7	3	-2	-8	0.9	-2	-8
CC(C)c1ncc(C(O)c2ccccc2)n1C (centres undefined)	-3	-0.2	-20	-4	0	8	1.9	0	-7
CCN1C(=O)c2ccc(C(=O)NCc3ccccc3)cc2C1=O	1	-0.5	-10	4	-1	-8	-0.2	-2	-9
O=C(NNC(=O)c1cc2c(s1)CCCC2)c1ccccc1	2	-0.6	-1	7	-3	-14	-0.2	4	8
CC1(C)OC(C)(C)/C(=C/Nc2ccc(O)cc2)C1=O	3	0.4	-4	4	21	x	-1.2	9.9*	-13
CCOc1ccc(C(=O)N2CCCN(C(=O)c3ccc(OCC)cc3)CC2)cc1	-2	-1.1	7	-1	0	-14	1.6	3	0
Cc1cc(C(=O)CSc2nnc(-c3ccc(F)cc3)o2)c(C)n1CC1CCCO1 (centres undefined)	-1	0.0	-28	3	0[fluorescence artefact?]	-11	-1.0	-2	-14

Whole records from above. Screens in order: Ba/F3 V617F tox, PERK inh, S1P4 antag, BaF3 parental, eIF4E-4G inh, Mdm2 ligase inh, S1P4 agonist, Wee1 degr inh, NPY-Y2 PAM-ag
CCOc1ccc(C(=O)N2CCCN(C(=O)c3ccc(OCC)cc3)CC2)cc1 is listed with -2, -1.1, 7, -1, 0, -14, 1.6, 3, 0
CC(C)(C)c1ccc(OCC(=O)NNC(=O)c2cccnc2)cc1 is listed with 0, -0.7, -15, 0, 0, -6, 0.5, 7, -2
O=C(CCCn1c(=O)c2sccc2n(CC(=O)OCc2ccccc2)c1=O)NCc1ccco1 is listed with 0, -1.6, 7, 3, -2, -8, 0.9, -2, -8

Next part
SMILES	Ba/F3 V617F tox	PERK inh	S1P4 antag	BaF3 parental	eIF4E-4G inh	Mdm2 ligase inh	S1P4 agonist	Wee1 degr inh	NPY-Y2 PAM-ag
CC(C)COC(=S)Nc1ccccc1	2	0.1	-12	5	5	-16	-0.7	-1	-2
O=C(NCC1CCCCC1)C1CCN(C(=O)NC2CCCCC2)CC1	0	0.0	-11	0	5	-7	-2.1	0	4
COc1ccc(C2CC(C)=NN2C=O)cc1OC (centres undefined)	-2	1.7	1	5	8	-11	0.6	2	10
O=C(CN1C(=O)NC2(CCCC2)C1=O)Nc1ccccc1-c1ccccc1	-2	-0.1	-19	0	-8	x	-0.5	-3	-1
CCOC(=O)Nc1ccc(S(=O)(=O)Nc2nc(C)cc(C)n2)cc1	-2	1.4	5	2	3	-10	-0.9	1	7
CC(C)NC(=O)COC(=O)CNC(=O)c1cc(Cl)cc([N+](=O)[O-])c1	1	0.5	-7	6	1	-9	-1.6	4	-7
Cc1ccc(NC(=O)COc2ccccc2CNC(C)(C)CC(C)(C)C)cc1	1	-0.6	10	8	-2[fluorescence artefact?]	-20	-2.4	0	-36
NCCCC[C@H]1CNC(=S)N1CCCCC1CCCCC1	1	0.5	-1	2	-1	x	1.0	0	5
Cc1cc(Oc2ccccc2)nc(SCC(=O)Nc2ccc(Cl)cc2Cl)n1	4	-0.7	-28	3	10	-3	-0.8	-1	-9
CCCCC(=O)Nc1cc(-c2nc3ncccc3o2)ccc1C	1	1.0	-8	5	-2	-5	2.1	-3	15
CCOC(=O)C1CCCN(C(=O)c2sc3nc(C)nc(N4CCOCC4)c3c2C)C1 (centres undefined)	1	-0.3	-10	2	2	1	1.7	-4	5
c1ccc(C2=Nn3c(nnc3-c3cccs3)SC2)cc1	-1	-1.0	3	3	1	-3	0.0	-2	9
Cc1cccc(C(C)(C)C)c1OCCN1CCCC1	0	0.2	-5	4	-2	-3	0.8	-3	-11
Cc1ccc(-n2nnnc2-c2cnc3ccc(Cl)cc3c2-c2ccccc2)cc1	-4	0.0	0	0	4	-8	0.6	-2	-8
O=C1c2ccccc2C(=O)c2[nH]cnc21	-2	0.8	8	6	-1	-15	-0.9	-2	-22
O=C(CCCOc1ccc(Cl)cc1Cl)N1CCCc2ccccc21	2	0.1	1	6	11	2	0.6	-1	-14
CCOC(=O)Cc1c[nH]c2ccccc12	8	1.5	-9	7	2[fluorescence artefact?]	-3	2.1	2	-15
Cc1ccccc1CS(=O)(=O)CCC(=O)O	-3	2.2	1	-2	2	-12	-1.0	-2	-2
CCOCCCNc1c2c(nc3cc(-c4ccc(F)cc4)nn13)CCC2	-1	0.3	-3	1	0	-2	0.8	-3	9
C=CCC(NCc1ccccc1)c1ccc(Cl)cc1 (centres undefined)	-2	0.9	-11	5	26	5	0.1	-3	-6
COc1cccc(NC(=S)N2CCn3c(nc4ccccc43)C2)c1	1	-0.1	-6	8	-1	-28	-1.5	3	-10
Cc1nn(CC(=O)Nc2ccc(C(C)C)cc2)c(C)c1[N+](=O)[O-]	3	-0.1	-5	1	-4	1	-0.6	-4	1
C/C(=C(\C#N)C(=O)NCCN1CCOCC1)N(C)C	1	-0.8	3	5	5[fluorescence artefact?]	-20	0.7	1	3
Cc1ccc(S(=O)(=O)NNC(=O)Cc2cccn2C)cc1	0	1.4	-26	9	-2	-2	1.9	2	-2
COC(=O)c1c(O)cc(C(C)(C)C)n(-c2ccc(F)cc2)c1=O	-3	0.8	-3	0	-1[fluorescence artefact?]	-3	-0.4	-3	3
NC(=O)c1nsc(C(=O)N(CC(=O)NCc2ccc(F)cc2)Cc2ccco2)c1N	-1	-1.3	-14	3	-2	-5	-3.1	4	-15
CCc1cc2c(=O)c(-c3nc4ccccc4[nH]3)coc2c(CN2CCC(C)CC2)c1O	-3	-0.8	-6	-1	x	x	3.1	-1	-7
COC(=O)c1ccc(C(=O)OC)c(NC(=O)CSc2nnc(-c3ccccc3Cl)o2)c1	0	1.2	-6	7	x	x	-1.6	1	5
Cc1ccccc1/C=C1\SC(=S)N(/N=C/c2cc([N+](=O)[O-])ccc2O)C1=O	0	0.9	0	8	-3	10	0.8	1	0
CCOC(=O)C1CCCN(Cc2ccccc2C)C1 (centres undefined)	-2	0.9	-3	8	-6	-21	2.0	-4	1
COC(=O)c1ccc(CSc2nnc(-c3ccccc3)n2C)o1	-4	0.6	-1	3	-7	1	-1.5	-3	0
CCOc1cc(CNC(CC)CO)ccc1OCC(=O)Nc1cccc(C(F)(F)F)c1 (centres undefined)	2	-0.2	-8	1	0	-27	0.6	-1	-13
N#C/C(=C/c1ccc2c(c1)OCO2)C(=O)Nc1ccc(O)cc1	1	-0.1	-43	1	-1	-2	3.2	-2	-4
CC1=NN(c2cccc([N+](=O)[O-])c2)C(=O)C1	-1	1.1	-10	4	-5	-6	1.3	2	-6
COc1ccc(-c2nc(N)ncc2-c2csc(C)n2)c(O)c1	-1	1.7	5	0	-1	-16	-1.1	1	16
CCOC(=O)c1c(-n2cccc2)sc2c1CCCC2=O	-3	0.1	-18	6	-2	-13	2.2	1	12
CS(=O)(=O)N1CCN(c2nc3ccc(Cl)cc3s2)CC1	-1	1.3	-9	4	-1	0	0.3	4	4
COc1ccc(-c2cc(C(=O)Nc3c(C)nn(Cc4ccc(Cl)cc4)c3C)no2)cc1	-4	-0.7	0	0	13[fluorescence artefact?]	-12	-1.4	5	-10
CCn1nnnc1SCC(=O)NC1Cc2ccccc2C1	-4	0.2	5	0	1	-15	0.6	3	-22
CC(C)N(C(C)C)S(=O)(=O)c1ccc(Cl)nc1	-2	2.1	-15	5	-1	1	-0.5	-4	-1

Ordered by the number under Mdm2 ligase inh (highest first): some entries from above.
Structure | PERK inh | S1P4 antag | eIF4E-4G inh | Mdm2 ligase inh | S1P4 agonist | Wee1 degr inh | NPY-Y2 PAM-ag
COC(=O)c1ccc(CSc2nnc(-c3ccccc3)n2C)o1 | 0.6 | -1 | -7 | 1 | -1.5 | -3 | 0
CS(=O)(=O)N1CCN(c2nc3ccc(Cl)cc3s2)CC1 | 1.3 | -9 | -1 | 0 | 0.3 | 4 | 4
CCOC(=O)c1c(-n2cccc2)sc2c1CCCC2=O | 0.1 | -18 | -2 | -13 | 2.2 | 1 | 12
CCn1nnnc1SCC(=O)NC1Cc2ccccc2C1 | 0.2 | 5 | 1 | -15 | 0.6 | 3 | -22

(list continues)
SMILES	Ba/F3 V617F tox	PERK inh	S1P4 antag	BaF3 parental	eIF4E-4G inh	Mdm2 ligase inh	S1P4 agonist	Wee1 degr inh	NPY-Y2 PAM-ag
Oc1c(N=Nc2ccccn2)ccc2ccccc12	12	0.3	2	4	1[fluorescence artefact?]	-50	0.4	0	21
CC(C)OCCCNC(=O)c1sc(=S)n(C)c1N	5	0.4	-2	2	6	-7	-1.9	-3	5
O=C(Nn1c(-c2ccccc2)nc2ccccc2c1=O)C1CCC1	0	-0.6	6	-1	-6	-64	-0.5	-3	-18
CCN(CCO)C(=S)Nc1cc(C(=O)OC)ccc1C(=O)OC	2	0.7	-15	4	3	4	-0.1	0	3
S=C(NCC1CCCO1)NC12CC3CC(CC(C3)C1)C2 (centres undefined)	3	-0.1	8	5	-4	-25	-0.8	-2	-4
CC(=O)N1CCC(N(C(=O)Nc2ccc(C)c(C)c2)C2CCCC2)CC1	-6	0.4	-4	0	5	-9	-1.0	-2	11
Clc1ccc(CSc2nnc(-c3ccncc3)o2)c(Cl)c1	-4	-0.4	-15	3	-7[fluorescence artefact?]	4	1.6	2	1
O=C(CSc1ncccc1C(=O)O)NCCC1=CCCCC1	4	0.4	3	6	-2	-19	0.3	1	2
CCOc1ccc(C(=O)NC(=S)Nc2ncccc2C)cc1[N+](=O)[O-]	-2	0.0	-1	4	-5	-8	0.6	0	7
CC/C(=N\O)c1ccc(O)c(OC)c1	1	-0.1	-11	8	8[fluorescence artefact?]	-14	0.5	0	4
CCOC(=O)c1sc(NC(=O)C(CC)Sc2nnc3c4ccccc4n(CC)c3n2)nc1C (centres undefined)	-2	-0.7	-3	-3	-1	-52	-1.3	-1	-27
CCC(C)N(CC(=O)NCc1ccc(OC)cc1)C(=O)c1csnn1 (centres undefined)	-3	0.5	4	-1	1	-23	-1.8	-2	6
O=C1N(Cc2cccc(Cl)c2)C[C@@H]2C[C@@H](c3cccn3-c3cccnc3)N3CCC[C@@]123	1	-0.5	5	9	0	-11	1.5	-2	0
